High-throughput results deposited in PubChem by National Center for Advancing Translational Sciences (NCATS).
HEK293 tox – Cytotoxic Profiling in HEK 293 Cell Line of Diverse Libraries Using Quantitative High-Throughput Screening. 6.6% of 94,000 active. AID 1345083, 2018. HEK 293 viability, ATP luminescence (CellTiter-Glo), 48-72 h. Potency, µM (doses to about 115 µM), inactives show top-dose activity change, negative = cytotoxicity, most hits filed as inhibitors; note: potency is the fitted concentration of half-maximal effect; nearly all actives have a fitted effect of over 60% in size
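Cells seeded first (HEK 293, 250 cells/well), then compound added by pintool. Incubation ran 48 or 72 hr at 37 degree Celsius. CellTiter-Glo was added and luminescence imaged after 10 min at room temperature.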
GPT2 inh – Primary qHTS assay for inhibitors of Glutamate pyruvate transaminase 2 (GPT2) | Recombinant GPT2, coupled pyruvate oxidase/HRP Amplex Red fluorescence | Alanine aminotransferase 2 (Homo sapiens), Q8TD30 | 0.25% of 100,000 active | Potency, µM (titrated, usually from 57.7 µM), without a hit: top-dose activity change, negative = inhibition, most hits filed as inhibitors; note: potency is the fitted concentration of half-maximal effect; nearly all actives have a fitted effect of over 60% in size; many of its hits are not listed in these tables
Target sequence (Q8TD30 whole entry, looked up): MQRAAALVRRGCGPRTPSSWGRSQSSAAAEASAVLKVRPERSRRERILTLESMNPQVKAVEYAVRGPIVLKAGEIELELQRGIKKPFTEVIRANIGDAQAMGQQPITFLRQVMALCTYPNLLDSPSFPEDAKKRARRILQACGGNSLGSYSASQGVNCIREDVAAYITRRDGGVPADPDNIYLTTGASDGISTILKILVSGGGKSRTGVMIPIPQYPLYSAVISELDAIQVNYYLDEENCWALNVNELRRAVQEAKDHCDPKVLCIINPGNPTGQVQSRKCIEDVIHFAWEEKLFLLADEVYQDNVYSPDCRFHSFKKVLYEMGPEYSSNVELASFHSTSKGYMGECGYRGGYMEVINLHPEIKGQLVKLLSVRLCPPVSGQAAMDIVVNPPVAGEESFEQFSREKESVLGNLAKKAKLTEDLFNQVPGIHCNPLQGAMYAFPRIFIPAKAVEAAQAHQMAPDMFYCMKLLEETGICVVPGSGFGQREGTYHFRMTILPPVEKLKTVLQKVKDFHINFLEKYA
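Fluorescence of coupled pyruvate oxidase/HRP/Amplex Red system (50uM Amplex, 30 min, dark) reports pyruvate formed by GPT2. Enzyme reaction: 10ng/uL GPT2, 2mM L-alanine, 250uM a-KG, 30 min room temperature, pH 7.5; 50uM AOA control.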
SNCA expr inh – Primary qHTS assay for inhibitors of alpha-synuclein gene (SNCA) expression | HEK-293 SNCA-luciferase knock-in, luminescence, 24 h | Potency, µM (series often up to 57.2 µM), for inactives: at the top dose activity change, negative = inhibition, hits mostly inhibitors | 0.17% of 140,000 active | AID 1671194, 2021;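 note: potency is the fitted concentration of half-maximal effect; plate controls were DMSO cells for no effect and cell-free wells for full effect; nearly all actives have a fitted effect of over 45% in size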
HEK293 viab – GF-AFC viability counterscreen for inhibitors of alpha-synuclein gene (SNCA) expression; AID 1671193, 2021; 0.12% of 150,000 active; HEK-293-SNCA-luc viability, GF-AFC fluorescence, 24 h; Potency, µM (top dose mostly 57.1 µM), for inactives: top-dose activity change, negative = cytotoxicity, actives largely listed as cytotoxic;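 note: potency is the fitted concentration of half-maximal effect; 0% = DMSO-treated cells and -100% = medium-only wells without cells; nearly all actives have a fitted effect of over 30% in size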
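HEK-293-SNCA-luc cells (1500/well) plated 24 h, then exposed 24 h to a dilution series; GF-AFC added 30 min at 37C, fluorescence 405/540 nm; normalised to medium-only and DMSO wells, Hill fit.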
NIH3T3 tox – Cytotoxic Profiling in NIH 3T3 Cell Line of Diverse Libraries Using Quantitative High-Throughput Screening; NIH 3T3 viability, CellTiter-Glo ATP luminescence, 48-72 h; Potency, µM (highest dose often 96.7 µM), inactives show at the highest dose activity change, negative = cytotoxicity, hits mostly inhibitors; 4.3% of 94,000 active; AID 1345082, 2018; note: potency is the fitted concentration of half-maximal effect; nearly all actives have a fitted effect of over 55% in size
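Cytotoxicity was measured by CellTiter-Glo ATP luminescence after 48 or 72 h compound exposure at 37 °C. Mouse NIH 3T3 fibroblasts were seeded at 400 cells/well and dosed by 23 nL pin transfer.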
IP6K1 inhibitor – Primary qHTS assay for small molecule inhibitors of Inositol hexaphosphate kinase 1 (IP6K1). Inositol hexakisphosphate kinase 1 (Homo sapiens), Q92551. IP6K1 kinase, ADP-Glo luminescence, 2 h; active compounds read low. activity change, % (series mostly up to about 58 µM). 0.81% of 140,000 active. AID 1645851, 2021; in the data active = activity change below about -25%
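ADP-Glo luminescence measures ADP made by human IP6K1 during a 2 h RT reaction with ATP/IP6 (mix at 1.3 mM/130 uM); top library doses 57.5 and 19.1 uM final.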
Luciferase inh – Firefly luciferase inhibition profiling of diverse chemical library using quantitative high-throughput screening; purified P. pyralis luciferase, luminescence, biochemical; Potency, µM (highest dose often 115 µM), inactives show at the highest dose activity change, negative = inhibition, hits mostly inhibitors; 2.5% of 76,000 active; AID 1347043, 2019; note: potency is the fitted concentration of half-maximal effect; nearly all actives have a fitted effect of over 65% in size
Target sequence (P08659 whole entry, looked up): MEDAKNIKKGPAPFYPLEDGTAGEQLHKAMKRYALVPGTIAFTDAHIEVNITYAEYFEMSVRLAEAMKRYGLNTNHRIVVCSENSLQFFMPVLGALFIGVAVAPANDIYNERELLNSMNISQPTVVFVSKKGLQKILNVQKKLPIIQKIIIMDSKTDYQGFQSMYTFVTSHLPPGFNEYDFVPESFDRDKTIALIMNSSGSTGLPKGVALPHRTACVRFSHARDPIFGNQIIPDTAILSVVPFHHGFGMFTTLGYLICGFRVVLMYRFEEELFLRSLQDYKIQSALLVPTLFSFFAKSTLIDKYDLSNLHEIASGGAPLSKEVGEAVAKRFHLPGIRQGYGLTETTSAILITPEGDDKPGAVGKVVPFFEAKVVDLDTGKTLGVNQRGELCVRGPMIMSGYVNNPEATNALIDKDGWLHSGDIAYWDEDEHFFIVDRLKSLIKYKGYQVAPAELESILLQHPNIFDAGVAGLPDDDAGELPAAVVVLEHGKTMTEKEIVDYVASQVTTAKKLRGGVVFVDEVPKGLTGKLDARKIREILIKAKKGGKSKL
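Purified P. pyralis luciferase (10nM final) in 50mM Tris acetate pH 7.5, 10mM Mg acetate, 0.01% Tween-20, 0.05% BSA with 10uM D-luciferin and 10uM ATP. Compounds titrated qHTS. Luminescence imaged on CCD.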
The depositor's hits bear a star; i = inactive; ? = inconclusive; · = no result given; [ ] = remark or other dose. Unless noted, calls come from the whole dose curve; as a rule, active = well fitted curve in the direction sought with a large enough effect; inconclusive = small, poorly fitted or top-dose-only effect, or another doubt; inactive = no such curve, though single readings can be large; an effect the other way counts as inactive or inconclusive. Unless noted, % is set by controls: 0 for no effect and ±100 for the full control effect. Only part of the results is shown. The share of hits here may be higher or lower than overall.

SMILES	HEK293 tox	GPT2 inh	SNCA expr inh	HEK293 viab	NIH3T3 tox	IP6K1 inhibitor	Luciferase inh
O=C(NCCCc1ccccc1)c1nc2sccn2c1-c1ccc(F)cc1	100µM*	i	-10.3%[87.6 µM]	?	?	-2.0	·
Cc1ccc2nc([C@H]3CCN(C(=O)C4CC4)C3)[nH]c2c1	-13.5%[230 µM]	-3.0%[88.5 µM]	37.8%[activator][87.6 µM]	3.7%[87.6 µM]	-26.9%[174 µM]	2.2	9.1%[230 µM]
COc1ccc(N2CCN(c3ccc(-c4nc(-c5ccccc5C)no4)cc3[N+](=O)[O-])CC2)cc1	·	·	16.9%	-16.7%	·	5.9	·
Cc1ccccc1CS(=O)(=O)Cc1ccc(C(=O)NCCc2ccccc2)o1	·	·	34.0%[activator]	-13.6%	·	9.9	·
O=C(c1ccc(Br)cc1)N1CCN(CCc2ccncc2)CC1	·	·	14.5%	8.5%	·	55.5	·
CCOC(=O)c1cc2c(=O)n3ccccc3nc2n(CC2CCCO2)c1=NC(=O)c1cccc(C)c1 (centres undefined)	·	·	15.4%	?	·	-14.7	·
CC1(C)[C@@H](O)CC[C@]2(C)[C@H]3C(=O)C=C4[C@@H]5C[C@@](C)(C(=O)O)CC[C@]5(C)CC[C@@]4(C)[C@]3(C)CC[C@@H]12	·	i	·	-1.7%	·	4.4	·
COc1cccc(CN2CCCC3(CCN(C(=O)c4cccnc4)C3)C2=O)c1OC (centres undefined)	-21.3%	?	4.4%	-6.3%	-3.6%	-1.5	0.2%
Cc1ccc(C)c(NC(=O)CSc2nncn3c2cc2sccc23)c1	·	·	11.1%	2.7%	·	22.8	·
CN(C)CCNC(=O)C(C)(C)Oc1nn(CCOc2ccccc2)c2ccccc12	89.1µM*	-13.0%[88.5 µM]	5.9%[87.6 µM]	-7.5%[87.6 µM]	25.1µM*	-1.0	-7.7%[172 µM]
Cn1nccc1C(=O)NCC1Cc2cc(-c3cccc(OC(F)(F)F)c3)ccc2O1 (centres undefined)	?	3.2%	-18.6%	-10.3%	?	6.0	4.1%
O=C(c1ccccc1)N1CCC(C(=O)N2CCC(c3nc4ncccc4[nH]3)CC2)CC1	i	0.3%	3.5%	-4.1%	i	-6.2	·
O[C@@H]1C[C@@H](c2nnc3n2CCN(Cc2ccc4c(c2)CCO4)C3)N(Cc2cccnc2)C1	i	3.6%	22.9%	-0.1%[12.5 µM]	-1.2%	1.3	-11.6%
CC(C)CC(=O)N1C[C@H](C(N)=O)[C@H]2c3ccccc3N(C)C(=O)[C@]21C	?	i	-8.3%[25.6 µM]	-20.9%[23.9 µM]	-21.2%[46.1 µM]	-9.6	·
O=C(CSc1nc(O)c(C/C=C/c2ccccc2)c(=O)[nH]1)Nc1cccc(F)c1	·	·	-7.6%	7.7%	·	-9.9	·
CCN1CCN(Cc2nc3cc(NC(=O)c4cccc([N+](=O)[O-])c4)ccc3n2CC)CC1	·	·	-3.7%	-4.0%	·	-10.5	·
Cn1c(=O)c2sccc2n2c(CCC(=O)N3CCN(c4cccc(Cl)c4)CC3)nnc12	·	·	-6.2%	4.5%	·	-7.5	·
COCC(=O)N1Cc2ccccc2OC2(CCN(C(C)C)CC2)C1	-20.1%	0.2%	-9.1%	-0.6%	-24.9%	2.0	·
O=c1n(-c2ccc(C(F)(F)F)cc2)nc2n1CCN(Cc1cccnc1)C2	?	-14.8%	7.7%	4.8%	?	6.0	·
N#Cc1ccc(C(=O)N2CCCCC2c2nc(CCOCC3CCOCC3)no2)cc1 (centres undefined)	?	i	-7.8%	-3.1%[12.5 µM]	-10.6%	2.6	7.0%
CC(=O)N1CCC2(C1)N=C(c1ccccn1)C(=O)N2 (centres undefined)	i	1.4%[88.5 µM]	5.2%[87.6 µM]	3.9%[87.6 µM]	-6.7%[138 µM]	-2.2	-0.6%[172 µM]
CN1C(=O)CC[C@]2(C(=O)NCC3CCCCC3)CCCC[C@@H]12	-5.1%	i	22.7%	-20.1%	-6.7%	-6.6	3.3%
Cc1ccc(-c2cccc(CN3CCCC3C(=O)NC3CCCCC3)c2)cc1Cl (centres undefined)	-25.0%	·	·	·	-22.6%	13.6	·
CNC(=O)C1CCc2ncc(-c3ccsc3)n2C1 (centres undefined)	i	1.7%	2.7%	3.9%	-1.5%	20.6	2.6%
CCOc1ccc(CC(=O)NC2CCN(c3cc(-c4ccccc4)[nH]n3)C2)cc1OCC (centres undefined)	?	?	0.2%	-14.2%	?	0.0	2.3%
CC1C(=O)Nc2ccc(S(=O)(=O)N3CCCCC3)cc2NC1=O (centres undefined)	·	·	-27.5%	?	·	8.7	·
Cc1ccc(CN2C(=O)NC3(CCCN(C(=O)c4cc(F)ccc4F)C3)C2=O)cc1 (centres undefined)	?	4.1%	-23.0%	-11.4%	-20.6%	-11.4	1.7%
Cc1c(Cl)cccc1-n1ncc(C(=O)N2CCN(c3ncccn3)CC2)c1C1CCN(C(=O)OC(C)(C)C)CC1	·	·	-2.9%	-1.3%	·	-19.4	·
COc1ccc(C2=C(C)C(=O)N(Cc3ccc(C(=O)Nc4cc(C)ccc4C)cc3)S2(=O)=O)cc1	·	·	-24.3%	-0.9%	·	11.3	·
CCC(=O)Nc1ccc2nc(SCc3ccccc3)sc2c1	·	·	144.5%[activator]	-4.1%	·	1.0	·

Reprinted from the part before: 2 entries, followed by the next part.
SMILES	HEK293 tox	GPT2 inh	SNCA expr inh	HEK293 viab	NIH3T3 tox	IP6K1 inhibitor	Luciferase inh
COc1ccc(C2=C(C)C(=O)N(Cc3ccc(C(=O)Nc4cc(C)ccc4C)cc3)S2(=O)=O)cc1	·	·	-24.3%	-0.9%	·	11.3	·
CCC(=O)Nc1ccc2nc(SCc3ccccc3)sc2c1	·	·	144.5%[activator]	-4.1%	·	1.0	·
O=C(CC1CCN(S(=O)(=O)c2ccccc2)C1)NCc1ccccc1 (centres undefined)	-23.8%	1.4%	?	-11.3%[12.5 µM]	-10.5%	-15.5	-14.2%
COc1ccccc1CNc1nc2ccccc2c2nc(-c3cccnc3)nn12	·	·	-16.1%	-1.0%	·	13.2	·
Cc1ccc(Cl)cc1N1CCN(C(c2ccc(F)cc2)c2nnc(-c3ccccc3)o2)CC1 (centres undefined)	·	·	73.6%[activator]	-2.3%	·	-13.6	·
O=C(Nc1nnc(S(=O)(=O)Nc2ccccc2)s1)c1ccccc1Cl	·	·	-0.7%	0.2%	·	2.3	·
COc1ccc(C(=O)N2CCc3onc(-c4ccc(C(F)(F)F)cc4)c3C2)o1	?	1.0%	31.7%[activator]	3.1%	?	10.9	-13.5%
COc1ccc(CC(=O)N[C@@H]2CN(c3ccccn3)C[C@H]2CN(C)C)cc1	i	3.8%	0.2%	3.0%	0.8%	0.3	0.5%
O=C(NCCc1ccccc1)c1ccc2c(c1)N(Cc1ccc(F)cc1Cl)C(=O)CS2	·	·	39.4%[activator]	-8.1%	·	2.5	·
CC(C)c1ccc2oc(-c3cc(NC(=O)c4cccnc4)ccc3Cl)nc2c1	·	·	142.4%[activator]	-8.3%	·	-4.6	·
Cc1cc(C)c(NC(=O)Cn2nc(-c3ccncc3)ccc2=O)c(C)c1	·	·	?	-9.8%	·	-4.6	·
Cc1nn(-c2ccc(C(F)(F)F)cc2)c(C)c1[C@@H]1C=C[C@@H](NS(=O)(=O)c2cccs2)C1	?	-11.7%	-1.0%	-22.7%	?	13.2	-2.2%
Cc1ccc([S+](=O)([O-])NC2CCN(Cc3cccc(-c4cccs4)c3)CC2)cc1	?	-10.6%	-18.4%	4.1%[12.5 µM]	11.2µM*	7.4	·
COc1cccc(N2CC(C(=O)NCCc3ccc(F)cc3)NC2=O)c1 (centres undefined)	-7.6%	i	16.6%	-15.0%	-21.3%	2.7	11.6%
O=C1CC2CCN([S+](=O)([O-])c3cccs3)CC2CCN1 (centres undefined)	-3.2%	-2.7%	-11.5%	-0.2%	-6.3%	-8.2	·
COc1ccccc1CNC(=O)[C@@H]1Cc2c[nH]c3cccc(c23)[C@H](CC(C)C)N1	35.5µM*	1.7%[88.5 µM]	?	?	28.2µM*	2.1	-16.6%[172 µM]
CCOc1ccc2c(c1)NC(c1cccs1)=NC(c1ccc(F)cc1)=N2	·	·	57.6%[activator]	-14.9%	·	-12.3	·
NCC1Cn2cccc2C(=O)N1Cc1ccccc1 (centres undefined)	2.3%	i	92.8%[activator]	-10.1%	2.3%	-11.5	1.3%
COc1cccc(Cn2c(=O)n(CC3CCC(C(=O)N4CCOCC4)CC3)c(=O)c3sccc32)c1 (centres undefined)	·	·	?	-10.9%	·	-4.4	·
COCCc1nn2c(=O)cc(COC(=O)COc3ccc(F)cc3)nc2s1	·	·	-9.1%	2.1%	·	0.6	·
CCOC(=O)c1cc2c(=O)n3ccccc3nc2n(CCCOC)c1=NC(=O)C(C)Oc1ccccc1 (centres undefined)	·	·	4.5%	?	·	-13.9	·
Cc1ccc(NC(=O)c2ccc(F)c(S(=O)(=O)N3CCc4ccccc4C3)c2)cc1F	·	·	-11.7%	5.2%	·	26.5	·
CN1C(=O)COC[C@@H]1[C@H](O)c1ccc(NC(=O)c2ccc(C(F)(F)F)cc2)cc1	?	0.3%[88.5 µM]	?	1.0%[87.6 µM]	?	9.0	?
COc1ccc(C)cc1NS(=O)(=O)c1ccc2c(c1)CCCN2C(C)=O	·	·	-5.0%	10.2%	·	-1.8	·
FC(F)(F)C1CN(c2ccnc3ccc(Cl)cc23)CCO1 (centres undefined)	39.8µM*	-2.6%	-29.5%	-13.7%	?	5.9	10.8%
CN1CCC(NC2(Cc3cc(-c4ccccn4)on3)COC2)CC1	-8.9%[172 µM]	-13.3%[88.5 µM]	16.4%[87.6 µM]	0.4%[87.6 µM]	-3.8%[138 µM]	1.4	3.0%[172 µM]
COc1ccccc1N1CCN(c2nc3ccc(C(=O)c4ccccc4)cc3n3c(C)nnc23)CC1	·	·	13.8%	7.7%	·	4.0	·
C=CCO[C@@H]1CCN2C(=O)c3cc(-c4cccc(C(F)(F)F)c4)ccc3NC(=O)[C@H]12	70.8µM*	-8.5%[88.5 µM]	-24.2%[87.6 µM]	-15.9%[87.6 µM]	?	4.8	3.4%[172 µM]

Copied from the list.
Reading of CCC(=O)Nc1ccc2nc(SCc3ccccc3)sc2c1 in HEK293 viab: -4.1%
Reading of CN(C)CCNC(=O)C(C)(C)Oc1nn(CCOc2ccccc2)c2ccccc12 in HEK293 viab: -7.5%[87.6 µM]
